Assay outcomes: PubChem BioAssay, several laboratories
PMI act – activators of human PMI, primary screen, biochemical, fluorescence intensity, near-Km mannose 6-phosphate. purified human PMI, coupled resazurin fluorescence, 20 min; hits give high values; 1 = vehicle control, 0 substrate-free wells. activation factor at 20 µM. actives 0.005% (n = 190,000);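 active = activation factor of 2 or more at 20 µM, relative to plate controls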
Target sequence (P34949 whole entry, looked up): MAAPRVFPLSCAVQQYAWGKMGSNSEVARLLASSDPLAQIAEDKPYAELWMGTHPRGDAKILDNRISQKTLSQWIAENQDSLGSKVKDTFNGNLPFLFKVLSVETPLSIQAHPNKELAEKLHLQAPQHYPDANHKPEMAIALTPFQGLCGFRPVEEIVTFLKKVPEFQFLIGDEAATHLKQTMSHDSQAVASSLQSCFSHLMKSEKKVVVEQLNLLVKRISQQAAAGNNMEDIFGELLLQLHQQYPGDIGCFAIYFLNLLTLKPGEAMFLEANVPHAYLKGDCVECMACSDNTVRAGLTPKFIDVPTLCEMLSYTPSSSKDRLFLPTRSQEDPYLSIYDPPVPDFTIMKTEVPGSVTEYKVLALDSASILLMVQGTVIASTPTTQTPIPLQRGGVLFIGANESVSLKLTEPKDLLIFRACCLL
Diaphorase inh – diaphorase inhibitors and chemical oxidizers, primary screen, counter-screen for diaphorase-coupled primary assays, biochemical, uHTS, resorufin fluorescence | diaphorase resazurin-to-resorufin fluorescence, NADH, 16 min; bacterial (C. kluyveri) enzyme, not human | inhibition, % at 20 µM | actives 0.69% (n = 190,000) | AID 1217, 2008;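 active = primary screen inhibition at 20 µM above a set limit, cut at about 50% in these data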;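 note: plate controls were DMSO with full reaction for no effect and wells lacking NADH for full effect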
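Assay system: diaphorase enzyme from Clostridium kluyveri; Input: enzyme working solution with 0.14 U/mL diaphorase; Timing: 16 min at room temperature; Technique: resorufin fluorescence, excitation 544 nm, emission 590 nm; Benchmarks: positive control minus NADH, DMSO neutral control.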
TNAP inh no acc – human TNAP enzyme inhibitors, primary screen, biochemical, luminescent, no phosphate acceptor, uHTS; Alkaline phosphatase, tissue-nonspecific isozyme (Homo sapiens), P05186; purified TNAP, CDP-star luminescence, 30 min; inhibition, % at 20 µM; actives 0.26% (n = 200,000);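 active = tissue-nonspecific alkaline phosphatase inhibition above about 50% at 20 µM in the single-dose screen, limit read from the data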;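 note: 0% = DMSO negative control and 100% = EDTA positive control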
Target sequence (P05186 whole entry, looked up): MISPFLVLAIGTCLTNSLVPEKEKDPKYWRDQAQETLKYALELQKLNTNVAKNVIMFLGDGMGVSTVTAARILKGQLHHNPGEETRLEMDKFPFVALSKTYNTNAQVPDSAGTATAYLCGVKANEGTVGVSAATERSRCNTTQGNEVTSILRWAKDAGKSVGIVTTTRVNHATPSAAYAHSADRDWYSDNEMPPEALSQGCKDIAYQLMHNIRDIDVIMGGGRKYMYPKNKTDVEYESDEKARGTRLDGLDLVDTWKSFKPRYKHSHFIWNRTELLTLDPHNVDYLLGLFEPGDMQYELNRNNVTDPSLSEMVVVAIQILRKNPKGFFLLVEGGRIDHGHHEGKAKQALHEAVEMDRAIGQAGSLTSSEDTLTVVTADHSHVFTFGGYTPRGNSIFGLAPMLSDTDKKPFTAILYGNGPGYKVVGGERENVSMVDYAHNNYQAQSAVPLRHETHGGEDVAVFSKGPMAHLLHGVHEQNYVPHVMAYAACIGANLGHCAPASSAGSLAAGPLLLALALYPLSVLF
TNAP inh hi DEA – human TNAP enzyme inhibitors, primary screen, biochemical, luminescent, high phosphate acceptor level, uHTS; Alkaline phosphatase, tissue-nonspecific isozyme (Homo sapiens), P05186; purified TNAP, CDP-star luminescence, 1 M DEA; inhibition, % at 20 µM; actives 0.03% (n = 200,000); AID 1135, 2008;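 active = over 50% inhibition of tissue-nonspecific alkaline phosphatase at 20 µM in the single-dose screen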;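 note: plate controls were DMSO wells for no effect and EDTA-quenched wells as full inhibition for full effect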
Lmaj promast – Leishmania major promastigote growth inhibition, primary screen | Leishmania major promastigotes, resazurin fluorescence viability | inhibition, % at 10 µM | actives 9% (n = 200,000) | AID 1063, 2008; in the data active = inhibition above about 50%;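 note: promastigotes grown with compound for 44 hours at 28 °C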
TNAP act hi DEA – TNAP activators at high phosphate acceptor level, primary screen, biochemical, luminescence, uHTS | purified TNAP, CDP-star luminescence, 1 M DEA, 30 min; hits give high values; 0 = EDTA background, 1 = DMSO-only activity | activation factor at 20 µM | 200,000 tested, under 10 active | AID 1136, 2008;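 active = activation factor at least 2 at 20 µM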
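Test system – human TNAP · Doses – 20 µM single point · Incubation – 30 min, room temperature · Signal – luminescent substrate turnover signal · Read-out basis – activation factor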
Diaphorase act – compounds boosting diaphorase resazurin reduction – biochemical, uHTS, resorufin fluorescence, counter-screen for diaphorase-coupled primary assays, primary screen. Diaphorase/resazurin coupled assay, 16 min; hits give high values; 1 = vehicle wells, 0 = NADH-free wells. activation factor at 20 µM. actives 0.005% (n = 190,000);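 active = diaphorase activity raised at least twofold by the compound at 20 µM; inactive = activation factor below 2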
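Material: bacterial diaphorase enzyme (C. kluyveri); amount: enzyme 0.07 U/mL final; reagent: NADH substrate 0.114 mM plus resazurin dye 0.1 mM, final; doses: single compound dose of 20 µM, 1% DMSO final; timing: 16 min enzyme reaction, ambient temperature; measured by: fluorescence of resorufin, 544 nm excitation, 590 nm emission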
PMI act satM6P – human PMI activators, high substrate, primary screen, biochemical, fluorescence intensity, near-saturating mannose 6-phosphate; coupled PMI enzyme assay, resazurin fluorescence, 20 min; hits give high values; 1 = untreated enzyme, 0 = substrate-free blank; activation factor at 20 µM; actives 0.34% (n = 190,000); AID 1216, 2008;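 active = activation factor of 2 or more at 20 µM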
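Technique: Diaphorase-driven resazurin-to-resorufin fluorescence, excitation 544, emission 590 nm | Assay system: Human PMI in coupled enzyme assay | Times: Enzyme reaction with compound 20 min at room temperature | Medium: HEPES-buffered pH 7.4 with magnesium and detergent | Reagent: Mannose-6-phosphate 1.0 mM (near-saturating) plus 0.22 mM NADP+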
bIAP act – bovine intestinal alkaline phosphatase activators, primary screen, biochemical, bovine IAP, CDP-star luminescence | alkaline phosphatase, intestinal [Bos taurus] | purified bovine IAP, 30 min; hits give high values; fold of DMSO-control signal, blank-subtracted | activation factor at 20 µM | actives 0.17% (n = 200,000) | AID 1016, 2008;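 active = activation factor of 2 or more at 20 µM, a signal rise over negative controls twice the positive control's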
bIAP inhibitor – bovine intestinal alkaline phosphatase inhibitors, primary screen, selectivity assay for TNAP inhibitor project, biochemical, bovine IAP, CDP-star luminescence; alkaline phosphatase, intestinal [Bos taurus]; purified bovine IAP, 30 min; inhibition, % at 20 µM; 190,000 tested, under 10 active;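 active = over 50% inhibition of intestinal alkaline phosphatase at 20 µM in the single-dose screen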
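Incubation: 30 min reaction at room temperature / Material: purified bovine intestinal alkaline phosphatase (IAP) enzyme / Input: enzyme at 1/65,000,000 dilution / Dosing: 20 µM single dose / Signal: CDP-star luminescence signal / Reagent: CDP-star chemiluminescent phosphatase substrate, 30 µM final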
An asterisk follows results filed as active; / = not tested or not shown.

Each structure is followed by: PMI act	Diaphorase inh	TNAP inh no acc	TNAP inh hi DEA	Lmaj promast	TNAP act hi DEA	Diaphorase act	PMI act satM6P	bIAP act	bIAP inhibitor
Cc1ccccc1Nc1nc(N)nc(CSCC(=O)Nc2cccc(Br)c2)n1
    0.9	20	4	1	81*	1	0.8	1	0.6	44
O=[N+]([O-])c1ccccc1CNC(Cc1ccccc1)c1ccccc1 (centres undefined)
    0.9	11	-10	-3	90*	1	0.9	0.9	0.8	23
Cc1cc(C)n2c(SCC(=O)Nc3c(C)n(C)n(-c4ccccc4)c3=O)nnc2n1
    1.1	4	-8	-4	-3	1	1	1.1	0.9	8
O=C(c1ccc2c(c1)C(=O)N(CCCO)C2=O)c1ccc2c(c1)C(=O)N(CCCO)C2=O
    0.9	2	-11	-2	-4	1	1	0.9	0.9	6
CCCNC(=O)NC(=O)CSc1nc(C)cs1
    1	3	4	1	1	1	1	1	1	-3
COc1cccc(C2=NOC(C(=O)Nc3ccc(C(C)=O)cc3)C2)c1 (centres undefined)
    0.8	19	-10	-2	5	1	0.8	0.9	0.9	14
Cc1cc(N2CCN(Cc3cn(C)nc3-c3ccccc3F)CC2)cc(C)n1
    1	-2	-6	-3	-4	1	1	1.1	1	-4
O=C(CCS(=O)(=O)c1ccccc1)Nc1nccs1
    0.9	16	-12	-4	13	1	0.8	0.9	0.9	8
O=CN1CCN(C(C(=O)NC2CCCCC2)c2cc3c(cc2[N+](=O)[O-])OCO3)CC1 (centres undefined)
    0.8	28	-11	0	1	1	0.7	0.4	1	1
CCOC(=O)C1=C(OCc2ccc(Cl)cc2)C2C=C(C)C=CC2N=C1 (centres undefined)
    1.1	5	5	-4	10	1	1	1	1	0
c1ccc(Cn2cc(CN3CCCCO3)c(-c3ccc4c(c3)OCO4)n2)cc1
    0.9	15	-6	-5	28	1.1	0.9	0.9	1.1	-14
O=C(/C=C/c1ccccc1)NC1CCSC1=O (centres undefined)
    0.9	14	6	12	-2	0.9	0.9	0.9	0.7	29
Cc1cccc(NC(=S)Nc2ccc(Oc3ccccc3)cc2)n1
    0.8	10	2	-1	-1	1	0.9	0.9	0.5	/
O=c1[nH]cc(S(=O)(=O)c2ccccc2)[nH]1
    1	13	-5	-2	-2	1	0.9	1	1.1	-10
CS(=O)(=O)c1ncc(CO)n1Cc1ccccc1
    1.1	-20	-3	-7	-6	1.1	1.2	1.1	1	2
CCOc1ccc(S(=O)(=O)NCc2csc(C)n2)cc1
    1	2	-2	7	-5	0.9	1	1	1	-2
O=C1N(C2CCCC2)C[C@@H]2C[C@@H](c3cccn3-c3nccs3)N3CCC[C@@]123
    0.8	21	-4	0	-2	1	0.8	0.8	0.9	6
COc1ccccc1C(=O)n1nc(-c2ccco2)nc1SC
    1.1	7	-4	2	-2	1	0.9	1	1	-4
CC(=O)NS(=O)(=O)c1ccc(N=NN2CCCCCC2)cc1
    1.1	-4	-10	-6	3	1.1	1	1	1	-4
O=C(N/N=C/c1ccc([N+](=O)[O-])s1)c1cccc(Br)c1
    1.4	12	1	18	100*	0.8	0.9	1.5	1	0
Cn1sc(NC(=O)c2ccccc2Cl)nc1=O
    0.7	16	-11	-6	-4	1.1	0.8	0.8	0.9	10
COc1ccc2nc(C)cc(SCC(=O)N/N=C/c3ccccc3)c2c1
    0.9	9	-28	3	47	1	0.9	1	0.5	49
O=C(NCc1ccco1)NC1CCCCC1
    1.1	3	-7	1	-1	1	1	1.1	0.6	45
CCCSc1ccc(C(=O)Nc2ccc(Cl)cc2)cn1
    1	-1	-14	-5	-3	1.1	1	1	0.7	27
COc1cccc(-c2nn(-c3ccccc3)cc2CN(C)Cc2c(C)nc3ccccn23)c1
    0.8	27	-114	-6	42	1.1	0.7	0.8	1.1	-7
CCOP(=O)(c1ccc(N(C)C)cc1)C(O)c1ccc(Cl)cc1 (centres undefined)
    0.9	21	-10	-9	-1	1.1	0.8	0.9	1	1
O=C1OCCN1C(=O)[C@H]1[C@H](c2ccc([N+](=O)[O-])cc2)C(c2cccc(Cl)c2)=NN1c1ccccc1
    0.8	22	-2	-1	21	1	0.8	0.8	0.7	35
N#Cc1ccc(NC(=S)NCCN2CCOCC2)cc1
    1	1	2	4	6	1	1	1	1	5
CCOc1ccc(N(CC(=O)N2CC=C(c3ccccc3)CC2)S(=O)(=O)c2c(C)noc2C)cc1
    0.8	33	-13	-9	30	1.1	0.7	0.8	1	-2
CCCCC(=O)Nc1ccc(C(=O)NNC(=S)NC(=O)c2cccs2)cc1
    0.9	29	-121	4	62*	1	0.7	0.9	1	2

Already shown: an excerpt of the list.
Each structure is followed by: PMI act	Diaphorase inh	TNAP inh no acc	TNAP inh hi DEA	Lmaj promast	TNAP act hi DEA	Diaphorase act	PMI act satM6P	bIAP act	bIAP inhibitor
Cc1ccccc1Nc1nc(N)nc(CSCC(=O)Nc2cccc(Br)c2)n1
    0.9	20	4	1	81*	1	0.8	1	0.6	44
O=[N+]([O-])c1ccccc1CNC(Cc1ccccc1)c1ccccc1 (centres undefined)
    0.9	11	-10	-3	90*	1	0.9	0.9	0.8	23

Continuation.
Each structure is followed by: PMI act	Diaphorase inh	TNAP inh no acc	TNAP inh hi DEA	Lmaj promast	TNAP act hi DEA	Diaphorase act	PMI act satM6P	bIAP act	bIAP inhibitor
COc1ccnc(Oc2ccc(F)cc2)c1C(=O)N/C=N/OCc1ccc(Cl)cc1Cl
    0.8	40	-3	-4	-2	1	0.6	0.7	0.9	14
N#Cc1c(NC(=O)c2cc(-n3cnnc3)ccc2Cl)sc2c1CCCC2
    0.9	9	1	-4	-11	1	0.9	0.9	1	4
CCOCCCNCc1cccc(OCc2ccc(F)cc2)c1
    0.9	11	-7	-6	99*	1.1	0.9	0.9	1	2
COc1ccc(N2CCN(C(=O)CCCn3c(=S)[nH]c4cc5c(cc4c3=O)OCO5)CC2)cc1
    0.9	32	-15	-5	15	1.1	0.7	0.9	1	-2
Cc1noc(NS(=O)(=O)c2ccc(N/C=C/C(=O)c3ccc(F)cc3)cc2)c1C
    1.2	3	1	2	-8	1	1	1.2	0.8	19
COc1ccc(NC(=O)CN(c2ccc([N+](=O)[O-])cc2)S(=O)(=O)c2ccccc2)c(OC)c1
    1	24	2	2	75*	1	0.8	1	0.3	/
CSc1ccc(C(C(C(=O)c2cccs2)N2CCOCC2)N2CCOCC2)cc1 (centres undefined)
    1.1	10	-9	-8	4	1.1	0.9	1	0.9	6
N#Cc1ccc(NC(=O)COC(=O)CNC(=O)C2CCCCC2)cc1
    1	-4	-14	-5	-6	1.1	1	1.1	0.9	8
Cc1nn(-c2cccc(Cl)c2)c2nc(-c3ccco3)cc(C(=O)O)c12
    1	34	-6	-6	-2	1.1	0.7	1.1	0.9	10
COc1ccccc1CNC(=O)C1CCCN(S(=O)(=O)c2cccc3cccnc23)C1 (centres undefined)
    0.9	13	-16	-4	-7	1	0.9	0.9	1	0
O=C1OC(c2ccccc2)=C/C1=C/c1cccs1
    1.1	10	3	0	26	1	0.9	1	0.9	8
COC(=O)c1cc2n(n1)CCN(Cc1ccccc1Cl)C2=O
    1	11	-4	-1	1	1	0.9	0.9	0.9	5
CCn1c(SC(C)C)nnc1C1CCN(S(=O)(=O)c2ccc(OC)cc2)CC1
    1	5	-2	-2	1	1	0.9	1.1	1.1	-12
Cc1ccc([N+](=O)[O-])cc1NC(=O)CCSc1ccc(Cl)cc1
    0.9	18	-15	-4	1	1	0.8	0.9	0.8	24
Cc1ccc(C)c(S(=O)(=O)Nc2ccc(S(=O)(=O)Nc3onc(C)c3C)cc2)c1
    0.9	4	-7	0	2	1	1	1	1	4
COc1ccc(/C=N/NC(=O)OC(C)(C)C)cc1OC
    0.8	10	-9	4	-6	1	0.9	0.8	1.2	-21
CCN(CC)c1nc(N2CCOCC2)c(C#N)c2c1CN(C)CC2
    1	14	-2	-4	-3	1	0.9	1	1	-5
Cc1ccc(OCc2ccc(C(=O)NCC3CCCO3)cc2)cc1 (centres undefined)
    1.1	12	1	-4	-2	1	0.9	1	1	-1
Cc1ccc(C(C(=O)NCC2CCCO2)N(Cc2ccccc2F)C(=O)Cn2nnc(-c3cccs3)n2)cc1 (centres undefined)
    1	10	0	-6	7	1.1	0.9	1	0.9	7
Nc1nnc(SCc2cccc(C(F)(F)F)c2)s1
    1.2	1	-12	-2	4	1	1	1	0.8	21
Cc1ccc(OCc2nnc(SCC(=O)Nc3nccs3)n2-c2ccccc2)cc1C
    1.1	2	-12	-7	-6	1.1	1	1.1	0.8	16
O=C(N/N=C/c1ccc(N2CCOCC2)s1)c1ccccc1Cl
    0.9	12	-14	0	-7	1	0.9	0.7	1.2	-17
O=C(O)/C=C/C(=O)Nc1ccccc1-c1ccccc1NC(=O)/C=C/C(=O)O
    1.1	3	-36	3	1	1	1	1.1	1	-1
O=c1c2c(nc3nc(CCc4ccccc4)[nH]n13)CCC2
    0.9	12	-12	-4	-6	1	0.9	0.9	0.9	7
CCN1CCn2c3c(c4cc(Cl)ccc42)CCCC31 (centres undefined)
    0.9	13	-7	0	54*	1	0.9	0.7	0.9	9
COc1cc(CN2CCC(C(=O)NC3CCCC3)CC2)cc(OC)c1O
    0.6	46	-19	-6	1	1.1	0.5	0.4	1	-2
CS(=O)(=O)N1CCc2cc(-c3csc(NC(=O)Cc4ccccc4)n3)ccc21
    1.1	6	-12	-4	25	1	0.9	1.1	0.9	7
N#CC1=C(N)OC2=C(C(=O)CCC2)C1c1cccs1 (centres undefined)
    1	7	-5	-5	9	1.1	0.9	0.9	1.1	-9

Copied from the list.
COc1ccc(NC(=O)CN(c2ccc([N+](=O)[O-])cc2)S(=O)(=O)c2ccccc2)c(OC)c1 in Lmaj promast = 75*
N#Cc1ccc(NC(=O)COC(=O)CNC(=O)C2CCCCC2)cc1 in bIAP inhibitor = 8
